FN deposition inh: fibronectin deposition inhibition | AH1F fibroblasts, Alexa488-fibronectin deposition fluorescence, overnight | 0.086% of 350,000 active | inhibition, % at 12.6 µM | AID 743247;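 active means mean inhibition across replicates of 30% or more, regardless of how many single replicates reach that level; inconclusive means mean under 30% yet at least half of replicates reach 30%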;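 further: positive control wells lacked labelled fibronectin entirely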
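Test system: AH1F fibroblast monolayer depositing Alexa488-labelled fibronectin into matrix. Input: 10000 cells per well. Technique: fluorescence, ex 485 nm, em 525 nm. Buffer or medium: DMEM plus 2% serum, read in PBS. Timing: 1 h cell adhesion before compound, then overnight fibronectin incubation. Compound: single dose, pinned. Read-out basis: inhibition from reduced deposited-fibronectin fluorescence.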
Cneo AK release: Cryptococcus neoformans lysis via adenylate kinase release; 0.2% of 360,000 active; lysis activity, % at 15 µM; C. neoformans lysis, adenylate kinase release luminescence, 4 h; normalised: neutral wells 0, clomiphene wells 100;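 active means mean lysis activity across replicates of at least 80%, whatever share of replicates individually reach that level; inactive means mean lysis activity below 80%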
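Material – log-phase Cryptococcus neoformans yeast cells · Input – 5 × 10^6 yeast cells/mL · Medium – fresh YPD growth medium · Doses – single compound concentration per well · Timing – static 4 h at 37 °C with compound, 1 h detection · Detection – adenylate kinase release luminescence · Read-out – signal increase indicating cell lysis · Control set – Clomiphene as positive lysis control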
CASP6 VEID inh: inhibitors of human caspase-6. P55212. purified caspase-6, Z-VEID-R110 cleavage fluorescence. inhibition, % at 12.5 µM. 0.53% of 350,000 active. AID 686996;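 active means mean inhibition across replicates at least about 35%, with every replicate also reaching that limit, limit read from the data; inconclusive means only one of the two criteria met; inactive means neither criterion met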;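 further: 0% = median of neutral control wells and 100% = no fluorescence left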
Target sequence (P55212 24-179 limits assumed): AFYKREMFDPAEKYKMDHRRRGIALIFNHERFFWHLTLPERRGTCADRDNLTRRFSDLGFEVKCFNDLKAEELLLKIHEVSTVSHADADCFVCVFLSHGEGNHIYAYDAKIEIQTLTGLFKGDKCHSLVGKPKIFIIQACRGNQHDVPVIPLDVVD
Target sequence (P55212 194-293 limits assumed): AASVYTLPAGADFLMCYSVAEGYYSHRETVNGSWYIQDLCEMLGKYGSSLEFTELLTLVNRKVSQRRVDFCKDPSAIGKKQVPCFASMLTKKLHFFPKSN
LGR2 inh: Drosophila LGR2 receptor signaling inhibition. HEK293 LGR2, CRE-luciferase, bursicon-stimulated, 4 h. inhibition, % at 9.99 µM. 0.35% of 380,000 active. AID 720647;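 active means drop in luminescence signal, shown as inhibition above about 50% in the replicate tests, limit read from the data, passing the limit was not always enough; inconclusive means probably only some replicates passing the limit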;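 further: agonist challenge used bursicon conditioned medium at about half maximal strength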
miR122 inh: inhibitors of miR-122 in Huh7 cells; Huh7 miR-122 Renilla luciferase sensor, 48 h; neutral wells = 0, positive control = 100; activation (reporter increase), % at 12.5 µM; 0.3% of 340,000 active;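 active means mean replicate activation score at least 90 and every replicate individually at or above 90; inconclusive means only one of the two criteria met; inactive means neither criterion met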;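 further: higher luciferase means less miR-122 activity so hits act as miR-122 inhibitors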
PGC1a acetyl inh: lowers PGC1a acetylation signal in U2OS cells | AlphaScreen anti-acetyl-lysine; with virally co-expressed GCN5 acetyltransferase | inhibition, % at 15.6 µM | 0.17% of 350,000 active | AID 651687;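 active means every replicate shows inhibition of at least 40%; inconclusive means mean inhibition at least 40% but some replicate below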;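 further: 0% = neutral control wells and 100% = positive control wells; some results beyond the cut were filed as inactive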
EWS-Fli block: blocks EWS/Fli oncoprotein-driven transcription; A673 NR0B1-luciferase reporter, viability-normalised; inhibition, % at 12.6 µM; 0.67% of 350,000 active; AID 651661;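 active means mean inhibition of at least 50% after viability correction, with every replicate also passing that limit; inconclusive means mean reaches 50% but only one of two replicates passes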;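 further: firefly luciferase signal divided by Alamar Blue viability fluorescence both relative to DMSO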
PAX8 reporter: PAX8 transcriptional activity inhibition; RMG-I TPO-luciferase reporter, SteadyGlo, 24 h; inhibition, % at 12.6 µM; 1.2% of 360,000 active; AID 652154;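 active means mean replicate inhibition at least 60% with every replicate also reaching 60%; inconclusive means only one of the two criteria is met; inactive means mean below 60% and not all replicates reaching 60%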;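 further: luciferase light reporting Pax8 driven TPO promoter activity; plate controls were median of neutral control wells for no effect and mitoxantrone controls for full effect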
Active calls of the source: *; ? = inconclusive; . = no result given; & = joins results of further samples; [ ] = remark or other dose.

SMILES	FN deposition inh	Cneo AK release	CASP6 VEID inh	LGR2 inh	miR122 inh	PGC1a acetyl inh	EWS-Fli block	PAX8 reporter
COc1ccc(S(=O)(=O)N(C)C[C@H]2OCCCC[C@@H](C)Oc3ccc(NC(=O)Nc4c(C)noc4C)cc3C(=O)N([C@@H](C)CO)C[C@H]2C)cc1	6	-3	0	23	8[16.7 µM]	10	-3	-5
CC(C)NC(=O)Nc1ccc2c(c1)C(=O)N([C@@H](C)CO)C[C@@H](C)[C@@H](CN(C)C(=O)CCCN(C)C)OCCCC[C@@H](C)O2	-3	-2	-2	-12	1[16.7 µM]	-4	.	-9
COc1cccc(CNC(=O)C2CCN(S(=O)(=O)c3ccc4c(c3)CC(C)N4C(=O)C3CC3)CC2)c1 (centres undefined)	0	.	1	-15	-10	-25	3	25
S=C(NCc1ccncc1)NC1CCCCC1	-2	2	-6	4	0	11	4	-14
COc1ccc(OC)c(S(=O)(=O)Nc2ccc(CC(=O)O)cc2)c1	6	1	.	.	5	6	.	-4
CCCN(C)C[C@@H]1Oc2cc(C#CC3(O)CCCC3)ccc2S(=O)(=O)N([C@@H](C)CO)C[C@@H]1C	.	4	-2	-14	1[16.7 µM]	-14	13	.
CCCCCC(=O)N1CCN(CCN=CC2=C(O)CC(c3ccco3)CC2=O)CC1 (centres undefined)	-4	-1	.	.	-4	-13	.	1
COc1ccc(NC(=O)C/C(C)=N/NC(=O)c2ccco2)c([N+](=O)[O-])c1	2	-2	-2	14	-9	-1	-2	-26
C[C@@H]1CN([C@@H](C)CO)C(=O)c2cc(NC(=O)Nc3cccc4ccccc34)ccc2O[C@@H](C)CCCCO[C@@H]1CN(C)S(=O)(=O)c1cccs1	.	2	.	10	-1[16.7 µM]	7	-1	1
CC(=O)N(C)C[C@@H]1Oc2cc(-c3cccnc3)ccc2S(=O)(=O)N([C@@H](C)CO)C[C@@H]1C	2	-3	-5	-12	22[16.7 µM]	-4	9	-25
C[C@H](CO)N1C[C@H](C)[C@H](CN(C)S(=O)(=O)c2ccc(Cl)cc2)Oc2ccc(NS(=O)(=O)c3cccs3)cc2C1=O	-5	50	1	-16	4[16.7 µM]	-5	3	.
Cc1nc(Br)c(Br)c(C)c1Br	2	2	-3	7	.	.	-11	4
C[C@@H]1CN([C@H](C)CO)S(=O)(=O)c2ccc(-c3cccc(C(=O)N(C)C)c3)cc2O[C@H]1CN(C)C(=O)Nc1ccc(F)cc1	4	0&5&5	-1&0&-4	19&-20	3	12&16&18	0&-13&2	16
Cc1cc(C(=O)OCC(=O)Nc2cccc(S(N)(=O)=O)c2)c2ccccc2n1	5	-1	1	3	-2	9	-1	2
C[C@@H]1CN([C@H](C)CO)C(=O)c2cc(NC(=O)Cc3ccccc3)ccc2O[C@@H](C)CCCCO[C@H]1CN(C)C(=O)CCC(F)(F)F	.	9	0	24	-6[16.7 µM]	3	12	6
O=C(NN1CCOCC1)NC12CC3CC(CC(C3)C1)C2	-2	.	-4	8	.	-6	-20	14
Fc1cccc(Cl)c1/C=N/n1c(-c2cccnc2)n[nH]c1=S	5	.	.	2	.	6	-12	-18
CCOCCCNC(=O)c1ccc2c(c1)ncn2-c1ccc(CC)cc1	1	-1	-1	12	-1	6	-6	4
CCOc1ccc(CCNC(=O)COC(=O)/C=C/c2ccccc2OC)cc1OCC	0	.	4	-7	.	.	-2	-5
COC(=O)C[C@H]1C[C@H]2c3cc(NS(=O)(=O)c4cccc(OC)c4)ccc3O[C@H]2[C@H](CO)O1	.	-2	1	19	2[16.7 µM]	-1	17	-2
CCOC(=O)c1c(C)[nH]c(C(=O)NNC(=O)c2ccccc2)c1C	.	-1	5	.	.	19	-26	.
Cn1ncc([N+](=O)[O-])c1C(=O)NC1CCCCCC1	10	1	-5	1	5	8	4	.
C[C@H](CO)N1C[C@H](C)[C@H](CN(C)C(=O)Nc2ccc(C(F)(F)F)cc2)Oc2ccc(NC(=O)Nc3ccc4c(c3)OCO4)cc2C1=O	0	-5	3	10	5[16.7 µM]	3	-65	49
O=C(N/N=C/c1coc2ccc(Cl)cc2c1=O)c1cc(O)cc(O)c1	6	5	10	1	-2	27	-3	-3

Overlap with the part before: 2 compounds, followed by the next part.
SMILES	FN deposition inh	Cneo AK release	CASP6 VEID inh	LGR2 inh	miR122 inh	PGC1a acetyl inh	EWS-Fli block	PAX8 reporter
C[C@H](CO)N1C[C@H](C)[C@H](CN(C)C(=O)Nc2ccc(C(F)(F)F)cc2)Oc2ccc(NC(=O)Nc3ccc4c(c3)OCO4)cc2C1=O	0	-5	3	10	5[16.7 µM]	3	-65	49
O=C(N/N=C/c1coc2ccc(Cl)cc2c1=O)c1cc(O)cc(O)c1	6	5	10	1	-2	27	-3	-3
O=C(Nc1ccccc1F)C1CCCN1S(=O)(=O)c1ccc(Cl)cc1 (centres undefined)	-1	3	0	0	4	-3	1	21
Cc1cc(C(=O)Nc2cccc3c2O[C@H](CN(C)Cc2ccc(-c4ccccc4)cc2)[C@H](C)CN([C@H](C)CO)C3=O)n(C)n1	.	1	2	-11	3[16.7 µM]	8	3	18
CC1CCc2c(sc(NC(=O)COC(=O)C3CCCO3)c2C#N)C1 (centres undefined)	0	.	-5	-29	.	.	-16	-30
O=c1[nH]cnc2c1c(-c1ccccc1)cn2-c1cccc(Cl)c1	15	4	2	-8	3	-8	9	-9
CNC(=O)C[C@@H]1CC[C@@H]2[C@H](COc3ccc(NC(=O)c4ccccc4F)cc3C(=O)N2C)O1	2	60	.	-5	-27[16.7 µM]	6	-8	-7
COc1ccc(OC)c(NC(=O)Nc2nnc(N3CCC(C)CC3)s2)c1	-9	9	5	-4	-1	1	-5	6
COc1ccc2c(CC(=O)OCC(=O)Nc3ccc(S(N)(=O)=O)cc3)coc2c1	-12	1	0	4	-5	5	3	-4
Cc1ccc(NC(=O)CCN2C(=O)OC(C)(C)C2(C)O)cc1 (centres undefined)	.	.	2	4	.	3	-5	6
CC(C)CCc1c(O)nc(SCC(=O)N2CCCCCC2)[nH]c1=O	-2	0	2	6	-5	.	7	-4
COc1cccc(-c2nc3cc(C)ccc3o2)c1	2	-11	.	.	10	.	.	-47
O=S(=O)(c1ccc(NCCc2c[nH]c3ccccc23)nc1)N1CCOCC1	-1	-2	.	.	7	.	.	6
COc1ccc([C@H]2CC(=O)C[C@@H](CCn3cc(C)nn3)O2)cc1	3	.	2	-14	.	.	5	-12
O=C(/C=C/c1ccco1)Nc1cccc(-c2nc3ccccc3[nH]2)c1	-3	0	.	-73	7	-2	.	.
O=C(O)C1=C[C@@H](c2csc3ccccc23)C[C@@H](OCCCCO)O1	3	-10&1	0&5	-6	0	6&5	0&-4	-5&-3
Cc1ccc(CN2CCN(Cc3cn[nH]c3-c3ccccc3)CC2CCO)o1 (centres undefined)	-1	0	-4	-2	11	-2	9	1
COc1cc(NC(=O)C(F)(F)F)cc(OC)c1	1	0	.	.	25	.	.	7
CC(C)NC(=O)N[C@@H]1C=C[C@H](CC(=O)NCc2ccc(Oc3ccccc3)cc2)O[C@@H]1CO	-5	.	2	15	.	-8	.	.
O=C(NCc1ccc(Cl)c(Cl)c1)c1cc(C2CCCCN2C(=O)c2ccccn2)on1 (centres undefined)	4	-1	-1	.	-4	9	6	13
C[C@@H]1CN([C@@H](C)CO)C(=O)c2cc(C3=CCCC3)cnc2O[C@@H]1CN(C)C(=O)c1ccc(F)cc1	.	3	2	10	7[16.7 µM]	13	-12	2
C[C@H](CO)N1C[C@H](C)[C@@H](CN(C)S(=O)(=O)c2cccs2)Oc2ccc(NC(=O)CCCN(C)C)cc2CC1=O	.	2	.	-12	6[16.7 µM]	6	-7	-5
Cc1ccc(C(=O)Nc2ccccc2N2CCCCC2)cc1[N+](=O)[O-]	4	-1	-1	13	0	-1	16	28
CCCC(C)NC(=O)c1cc(Cl)ccc1OC (centres undefined)	.	-2	.	0	0	-2	.	.
COC(=O)C1CCN(C(=O)COC(=O)c2cc([N+](=O)[O-])ccc2N2CCOCC2)CC1	-1	2	2	18	-6	4	1	-4
Cc1ccc(C(CC(=O)O)NC(=O)CCNC(=O)c2ccco2)cc1 (centres undefined)	4	6	-2	-1	.	-53	-1	8
CCN1C(=O)[C@H]2[C@@H](c3ccc(-c4ccc5c(c4)OCO5)cc3)N[C@@](Cc3ccccc3)(C(=O)OC)[C@H]2C1=O	1	-1	-1	6	-4	-3	-3	-30
Cc1ccc(Cn2c(CN3CCOCC3)nc3c2c(=O)[nH]c(=O)n3C)cc1	4	2	.	-1	-2	3	.	.
COCC(=O)Nc1ccc2c(c1)OC[C@@H](C)N(Cc1cccc(F)c1)C[C@H](C)[C@@H](OC)CN(C)C2=O	-8	48	-1	8	.	-5	10	.
COc1ccc(CN(C)C(=O)C(Cc2ccccc2)NC(=O)c2ccccc2)c(OC)c1 (centres undefined)	.	.	0	-8	.	.	4	1
C[C@H]1CN([C@@H](C)CO)C(=O)c2c(c3ccccc3n2C)-c2ccccc2CO[C@H]1CN(C)C(=O)Nc1cccc(C(F)(F)F)c1	-9	.	-1	9	.	.	5	?
O=C(CCNS(=O)(=O)c1cccc(Cl)c1)OCC(=O)N1CCN(C(=O)c2ccco2)CC1	3	1	3	20	.	.	5	-6
Cc1ccc(NC2CC(=O)N(CCc3ccccc3)C2=O)cc1 (centres undefined)	.	1	-1	.	-3	-2	-4	.
CCC(=O)Nc1ccc2c(c1)C(=O)N(C)C[C@@H](OC)[C@H](C)CN(C(=O)COC)[C@@H](C)CO2	-9	0	0	4	.	11	-1	16
COC(=O)c1cc(=O)nc(NN=Cc2ccco2)s1	4	.	11	6	.	.	1	-16
Cc1ccsc1/C=N/NC(=O)CNC(=O)c1c(F)cccc1Cl	3	-1	0	-7	-1	4	.	-19
CCCN1CCC(=O)N([C@H](CSc2ccccc2)CC(C)C)CC1	-9	9	-8	-22	15	2	-113	-146
O=C1CCCN2N=C(SCC(=O)Nc3cccc(F)c3)SC2=N1	-1	1	2	10	-4	-4	0	-10
O=c1oc(-c2cccs2)nc2ccccc12	17	-3	.	.	9	-4	.	.
CSc1ccccc1-c1nnc(-c2ccccc2)o1	.	-4	.	-32	0	9	.	.
Cn1cnc(S(=O)(=O)Nc2ccccc2C(=O)NCC2CC2)c1	12	.	2	3	.	.	4	5
COc1ccc(C=C(c2nc3ccccc3s2)c2nc3ccccc3s2)cc1O	-2	-2	.	-13	15	.	.	.
CC(=O)Nc1cc(-c2ccc(CO)cc2)cn2c(-c3cccc(C(F)(F)F)c3)cnc12	-18	15	0	-5	0	0	4	9
COc1cccc(C=Nc2cc(C(C)C)c(O)cc2C)c1O	-12	.	0	-17	.	.	9	15
Cc1nc(CN2CCOCC2)cc(=O)[nH]1	-2	3	.	.	0	-8	.	12
COc1ccc(NC(=O)N(C)C[C@H]2Oc3cc(C#CCN(C)C)ccc3S(=O)(=O)N([C@H](C)CO)C[C@H]2C)cc1	13	0	-2	-13	19[16.7 µM]	1	-2	.
Cc1ccc(C(=O)OCC(=O)NNC(=O)c2ccccc2)c(O)c1	0	1	13	9	-3	-25	-1	-11
COc1ccccc1OCc1cc(C(=O)NCCN2CCCC(O)C2)no1 (centres undefined)	-3	0	1	7	.	.	-3	-7

Screens (PubChem BioAssay)
